Screens: PubChem, several laboratories
TCR-CD3 inh: inhibitors of human TCR-CD3 interaction, primary screen, biochemical, fluorescence, TAMRA-labeled TCR probe; T-cell receptor (TCR); inhibition, % at 9.4 µM; hit rate 0.37% among 360,000; AID 651800, 2012; in the data active = inhibition above about 19%;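 note: recombinant mutant TCR 2C K166C tagged with TAMRA read by polarization; 0% = receptor in buffer alone and 100% = receptor with positive control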
LEDGF integ inh: blockers of LEDGF/p75-dependent integrase strand transfer – biochemical, TR-FRET, high throughput, primary screen. HIV-1 integrase (with human LEDGF/p75). TR-FRET IN-LEDGF/p75 DNA integration, Eu/Cy5. inhibition, % at 3.7 µM. hit rate 0.64% among 370,000. AID 743269, 2014;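 active = inhibition above the screen-wide mean plus 3 SD, cut at about 13% in these data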;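 note: signal is the Cy5 over europium emission ratio at 671 and 618 nm; 0% = plate median of compound wells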
PG9 binder: binders of HIV-1 gp120 antibody PG9, primary screen, biochemical, TR-FRET | HIV-1 gp120 / PG9 antibody interaction | TR-FRET gp120-PG9 antibody binding | inhibition, % at 6.7 µM | hit rate 0.43% among 360,000 | AID 624416, 2012; in the data active = inhibition above about 8.5%
NR1D1 modulator: modulators of Rev-erb alpha DNA binding, primary screen, biochemical, FITC-DNA, fluorescence polarization, uHTS | Rev-erbα–FITC-DNA binding, 90 min | activity, % at 10 µM | hit rate 0.79% among 370,000 | AID 1259318, 2017;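 active = activity above about 14%, limit read from the data; passing the limit was not always enough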;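 note: 0% = DMSO wells with 35 nM protein and 100% = DMSO wells with 750 nM protein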
Target sequence (P20393 whole entry, looked up): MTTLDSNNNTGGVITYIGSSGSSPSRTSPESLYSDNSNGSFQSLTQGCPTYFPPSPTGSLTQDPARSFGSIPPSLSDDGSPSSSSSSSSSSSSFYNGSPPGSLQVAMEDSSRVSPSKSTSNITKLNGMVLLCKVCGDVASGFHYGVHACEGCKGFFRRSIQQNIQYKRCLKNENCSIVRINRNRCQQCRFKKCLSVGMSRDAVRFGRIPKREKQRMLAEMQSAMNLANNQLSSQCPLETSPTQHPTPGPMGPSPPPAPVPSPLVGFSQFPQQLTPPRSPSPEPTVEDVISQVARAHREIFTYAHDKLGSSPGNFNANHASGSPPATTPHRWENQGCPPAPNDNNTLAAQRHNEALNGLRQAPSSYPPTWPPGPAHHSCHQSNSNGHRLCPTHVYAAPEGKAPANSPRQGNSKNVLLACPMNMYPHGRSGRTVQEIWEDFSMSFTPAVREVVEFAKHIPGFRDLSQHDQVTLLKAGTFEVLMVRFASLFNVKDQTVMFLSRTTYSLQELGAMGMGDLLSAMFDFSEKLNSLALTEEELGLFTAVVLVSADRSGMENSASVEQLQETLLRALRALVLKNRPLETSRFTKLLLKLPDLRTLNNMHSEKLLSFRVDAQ
UHRF1 binding: UHRF1 methylated DNA binding inhibitors, primary screen, counter-screen for MBD2 inhibitor project, biochemical, TR-FRET, human UHRF1, single concentration; E3 ubiquitin-protein ligase UHRF1 (Homo sapiens), Q96T88; UHRF1 binding to methylated oligo; inhibition, % at 4.4 µM; hit rate 0.75% among 370,000; in the data active = inhibition above about 21%;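 note: UHRF1 SRA domain binding a hemimethylated CpG hairpin DNA probe; 0% = median of test compound wells and 100% = reference inhibitor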
PRMT1 FP inh: PRMT1 methyltransferase inhibitors, primary screen, biochemical, fluorescence polarization. recombinant PRMT1, activity-based probe fluorescence polarization. inhibition, % at 2.79 µM. hit rate 1.3% among 370,000. AID 652257, 2013;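 active = inhibition above about 21% made by adding two undisclosed values, limit read from the data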
MBD2 inh: inhibitors of MBD2 binding to methylated DNA, primary screen, biochemical, TR-FRET, DNA-binding domain, human. Methyl-CpG-binding domain protein 2 (Homo sapiens), Q9UBB5. MBD2 binding to methylated oligonucleotide. inhibition, % at 4.4 µM. hit rate 0.31% among 370,000. AID 686964, 2013; in the data active = inhibition above about 13%
Target sequence (Q9UBB5 whole entry, looked up, the tested form may be a part): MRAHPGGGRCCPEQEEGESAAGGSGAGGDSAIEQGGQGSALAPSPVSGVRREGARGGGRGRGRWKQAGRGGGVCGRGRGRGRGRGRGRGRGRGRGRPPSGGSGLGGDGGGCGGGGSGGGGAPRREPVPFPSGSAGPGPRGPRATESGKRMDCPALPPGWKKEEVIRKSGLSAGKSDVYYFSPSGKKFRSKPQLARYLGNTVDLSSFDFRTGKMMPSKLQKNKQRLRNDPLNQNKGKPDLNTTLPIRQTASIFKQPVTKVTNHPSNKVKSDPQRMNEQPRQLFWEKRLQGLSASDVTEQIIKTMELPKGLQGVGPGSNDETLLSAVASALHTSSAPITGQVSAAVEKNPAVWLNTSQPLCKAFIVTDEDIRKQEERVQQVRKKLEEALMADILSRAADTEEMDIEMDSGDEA
ABHD4 inh: ABHD4 inhibitors, primary screen, biochemical, fluorescence polarization, mouse | purified mABHD4, FP-Rh probe fluorescence polarization | hit rate 0.54% among 370,000 | inhibition, % at 8.92 µM;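 active = inhibition exceeding the mean over every tested compound plus 3 SD, cut at about 30% in these data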;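 note: 0% = plate median of compound wells and 100% = S159A mutant with DMSO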
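Test system: mABHD4 protein | Buffer or medium: HEPES pH 7.0 buffer, 150 mM NaCl, 0.01% Pluronic F-127 | Probe or stimulus: FP-Rh fluorescent activity-based probe, added after compound pre-incubation | Timing: Pre-incubation 45 min, probe exposure 60 min, at 25 °C | Technique: Fluorescence polarization, excitation 525 nm, emission 598 nm, BODIPY TMR filters | Repeats: Single well per compound (singlicate)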
rCAG binder: binders of r(CAG) RNA repeats, primary screen, biochemical, fluorescence. r(CAG) RNA repeat, TO-PRO-1 dye displacement fluorescence. inhibition, % at 3 µM. hit rate 1.3% among 370,000;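 active = inhibition above the plate cutoff, the mean of all test compounds on that plate plus 3 SD, cut at about 35% in these data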;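 note: 0% = DMSO alone and 100% = 100 µM mitoxantrone as full dye displacement; higher means more dye released from RNA so lower well fluorescence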
HTRA1 inh: HTRA1 serine protease inhibitors, primary screen, biochemical, fluorescence polarization, HTS; Q92743; recombinant HTRA1, FP-rhodamine activity-based probe; inhibition, % at 5.96 µM; hit rate 0.5% among 340,000; in the data active = inhibition above about 36%;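 note: 0% = enzyme with DMSO and 100% = wells lacking enzyme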
* marks the source's active call; other numbers are inactive results; nt = no result given; & = joins results of further samples. Only part of the results is shown; rates above refer to the full screens.

SMILES	TCR-CD3 inh	LEDGF integ inh	PG9 binder	NR1D1 modulator	UHRF1 binding	PRMT1 FP inh	MBD2 inh	ABHD4 inh	rCAG binder	HTRA1 inh
CCc1ccc(NC(=S)NCc2ccccc2)cc1	2	2	2.0	-7	-1	-4	-12	-7	3	1
CC(=O)Nc1cccc(-c2ccnc3c2CC(C(=O)Nc2ccc(Cl)cc2)O3)c1 (stereo not drawn)	-3	2	-0.7	5	2	1	2	-32	0	nt
COc1ccc(-n2nc(C(=O)NCc3ccco3)c3c4ccccc4n(C)c3c2=O)cc1Cl	2	-4	1.2	6	0	4	3	-3	1	11
Cc1cc2c(cc1S(=O)(=O)N1CCc3ccccc31)NC(=O)CO2	-1	-2	-0.9	-6	-3	-3	0	8	-2	-7
CC(NC(=O)c1ccc2c(c1)OCCO2)c1ccc(S(N)(=O)=O)cc1 (stereo not drawn)	0	-2	-0.6	-2	0	2	5	-9	1	-8
O=[N+]([O-])c1ccc(-n2cc(-c3ccccc3)nn2)cc1	-5	-6	-1.9	-2	0	-1	0	3	-2	5
COc1ccc(S(=O)(=O)NC2(C(F)(F)F)NC(=O)N(CCc3ccccc3)C2=O)cc1 (stereo not drawn)	6	1	0.7	-5	17	-2	5	4	12	1
CCOc1ccccc1N1CCN(C(=O)c2ccncc2)CC1	-7	-1	3.4	6	-1	0	1	6	-4	-5
O=C(CSc1nc2ccccc2[nH]1)NCC1CCCO1 (stereo not drawn)	6	1	-3.5	0	0	-3	1	4	0	-1
Cc1cc(C)c(NC(=O)COC(=O)COc2ccc3c(C)cc(=O)oc3c2)c(Cl)c1	9	0	6.3	1	-4	-1	1	3	-2	4
Nc1c(C(=O)OCC(=O)Nc2ccccc2Br)[nH]c(=O)[nH]c1=O	9	1	-3.2	-3	-9	4	1	-3	1	6
CCCc1nn2c(=O)c(C(c3cccc(Cl)c3)c3c(O)nc4sc(CCC)nn4c3=O)c(O)nc2s1	2	3	0.0	-2	0	-1	-1	-3	39*	-1
Cc1ccccc1NC(=O)/C(=C/c1ccco1)c1ccccc1	4	1	-0.9	2	1	-2	1	-7	-2	-13
CCOC(=O)C1CCCN(Cc2cc(=O)oc3cc(C)c(C(C)C)cc23)C1 (stereo not drawn)	11	0	-1.3	2	26*	-2	-1	2	-7	-20
CCOC(=O)NC(=S)Nc1ccc(OC)cc1	4	4	-1.1	-1	-1	-5	-4	-6	-2	3
CN=c1scc(-c2ccccc2F)n1/N=C(\C)c1cccnc1	-5	0	-2.8	0	2	3	3	-1	-4	4
CCN1CCN(CCCNC(=O)C2CCN(c3nnc(-n4cccc4)s3)CC2)CC1	8	3	-2.1	6	0	0	-4	-1	-6	4
CCOC(=O)c1ccc(NC(=O)CCNS(=O)(=O)c2cccs2)cc1	4	0	-1.9	-4	-1	1	1	-4	2	-11
CCOC1=C2[C@@H](CN(S(=O)(=O)c3ccc(C)cc3)[C@H]2c2ccccc2Cl)[C@H]2C(=O)N(Cc3ccccc3)C(=O)[C@H]2C1	5	1	-0.7	7	-1	0	-2	-9	11	nt
CC[C@H]1OC(=O)[C@H](C)[C@@H](O[C@H]2C[C@@](C)(OC)[C@@H](O)[C@H](C)O2)[C@H](C)[C@@H](O[C@@H]2O[C@H](C)C[C@H](N(C)C)[C@H]2O)[C@](C)(O)C[C@@H](C)[C@@H]2N[C@@H](COCCOC)O[C@H]([C@H]2C)[C@]1(C)O	4	1	5.5	0&-6	0	-2	-3	-1	0	5
CCOc1ccc2[nH]c(=O)c(CN(Cc3cccs3)C(CC)c3nnnn3C(C)(C)CC)cc2c1 (stereo not drawn)	6	1	-2.0	1	10	-2	5	3	3	-27
Cc1nc(N2CCN(c3ccccn3)CC2)c2c(C)c(C(=O)Nc3ccc(F)cc3Cl)sc2n1	-7	-5	0.2	34*	2	1	3	5	-1	-3
Cc1cc(N/N=C/c2ccccc2)nc(N)n1	-3	-2	-0.7	-9	-3	-2	-4	1	1	0
CN1CCN(CCC(=O)Nc2ccc(C3CCCC3)cc2)CC1	6	1	-2.0	5	1	-5	-4	-7	-6	-1
O=[N+]([O-])c1ccc(OCCO)nc1	2	-1	-2.2	0	-1	2	-2	-2	2	12
O=C(CNC(=O)c1ccccc1)Oc1ccc([N+](=O)[O-])cc1	-5	4	-2.6	-2	2	-1	0	-1	1	-1
Cc1ccccc1NC(=O)CN1C(=O)NC2(CCCCCCC2)C1=O	-6	-4	-0.6	1	2	3	3	-2	-6	1
O=C(CCc1nc(-c2ccccc2)no1)Nc1cc(C(F)(F)F)ccc1Cl	2	1	-1.9	2	0	-1	1	0	3	-14
C[C@@H]1CN([C@H](C)CO)C(=O)c2cc(Br)cnc2O[C@@H]1CN(C)C(=O)C1CCOCC1	1	-1	-3.6	-1	0	1	-4	-2	3	3
CCOC(=O)C1CCCN(C(=O)c2cc(-c3ccc(C)cc3)on2)C1 (stereo not drawn)	1	6	-0.8	-6	-3	-2	-5	-9	-6	-12
CC1(C)CC(=O)CC2(C1)NCC(c1ccccc1)c1c2[nH]c2ccccc12 (stereo not drawn)	0	5	-3.3	5	-1	-10	5	-2	-6	-8
O=C(Cc1cccs1)N[C@@H]1c2ccccc2CC[C@@H]1OCc1ccccc1	-5	-4	-0.9	9	3	1	0	-1	-1	-3
O=C1/C(=C/c2ccccc2)N=C(N2CCOCC2)N1c1cccc(Cl)c1	-9	-2	0.0	-6	4	4	-4	13	-1	-13
O=C(NCC(c1ccco1)N1CCCC1)c1cc2ccccc2s1 (stereo not drawn)	1	-8	1.3	-1	-2	3	-4	0	7	-12
O=c1c2sccc2nc(SCc2cc(=O)n3cc(Cl)ccc3n2)n1-c1ccc(F)cc1	-3	1	-0.6	3	3	-1	3	1	-4	6
Cc1ccc(-c2cn3cc([N+](=O)[O-])ccc3n2)cc1	-3	0	-0.5	6	-6	-1	-9	2	0	2
Cc1ncc(CO)c(/C=N/Nc2ccc(C(F)(F)F)cn2)c1O	4	2	-4.8	1	-4	1	-3	-3	3	-6
CCOC(=O)c1c(NC(=O)CN2C(=O)NC(C)(c3ccc(OC(F)F)cc3)C2=O)sc(C)c1C (stereo not drawn)	6	3	-1.6	-4	-3	-4	1	-30	1	-53
COC(=O)Nc1nn(-c2ccc(OC)cc2)c(=O)c(C#N)c1C	7	-3	0.6	-1	-3	3	0	0	2	5
CCN(CC(=O)Nc1ccc(NC(C)=O)cc1)C(=O)c1ccc(Sc2nncn2C)c([N+](=O)[O-])c1	0	-2	-1.0	-5	3	-2	4	2	3	1

Three successive records already listed, for reference:
SMILES	TCR-CD3 inh	LEDGF integ inh	PG9 binder	NR1D1 modulator	UHRF1 binding	PRMT1 FP inh	MBD2 inh	ABHD4 inh	rCAG binder	HTRA1 inh
CCOC(=O)c1c(NC(=O)CN2C(=O)NC(C)(c3ccc(OC(F)F)cc3)C2=O)sc(C)c1C (stereo not drawn)	6	3	-1.6	-4	-3	-4	1	-30	1	-53
COC(=O)Nc1nn(-c2ccc(OC)cc2)c(=O)c(C#N)c1C	7	-3	0.6	-1	-3	3	0	0	2	5
CCN(CC(=O)Nc1ccc(NC(C)=O)cc1)C(=O)c1ccc(Sc2nncn2C)c([N+](=O)[O-])c1	0	-2	-1.0	-5	3	-2	4	2	3	1

The list goes on:
SMILES	TCR-CD3 inh	LEDGF integ inh	PG9 binder	NR1D1 modulator	UHRF1 binding	PRMT1 FP inh	MBD2 inh	ABHD4 inh	rCAG binder	HTRA1 inh
CN(C(=O)Cc1c[nH]c2ccccc12)C(C(=O)Nc1ccc2c(c1)OCO2)c1ccccc1 (stereo not drawn)	-5	-1	2.6	7	-1	-1	3	-11	5	-14
Cc1nc2ccccc2c2oc(C(=O)NCC3CCCO3)cc12 (stereo not drawn)	1	-1	-2.4	2	1	-1	1	-4	-4	1
Cc1ccc2[nH]c(=O)c(CN(Cc3cccnc3)C(=O)c3ccncc3)cc2c1	4	1	-0.9	-6	4	-1	2	-2	2	-4
Cc1ccc(S(=O)(=O)Nc2ccccc2C(O)c2ccccc2)cc1 (stereo not drawn)	2	7	-0.9	-1	0	-2	-2	-13	3	-13
CCn1c(N)c(C(=O)N2CCOCC2)sc1=S	-2	0	-1.6	12	1	5	0	7	-1	7
CCN(CC)C(=O)[C@H]1C[C@H](CC(=O)NCc2ccco2)C(=O)N2CCc3c([nH]c4cc(-c5ccco5)ccc34)[C@]12C	-4	17*	0.9	10	-1	8	-3	-19	6	0
Nc1nonc1-n1nnc(C(=O)N/N=C/c2ccc(OCc3ccccc3)cc2)c1COc1ccc(F)cc1	-2	-1	0.2	-3	-2	0	0	-7	6	-10
O=c1c(Cc2c(F)cccc2Cl)c(O)ccn1C1CCCCCC1	4	-1	-1.0	-1	-2	0	-1	-4	-1	0
CC(=O)Oc1ccc(C2=Cc3ccc(OC(C)=O)cc3OC2C)cc1 (stereo not drawn)	-1	2	-2.3	3	-1	-1	0	-2	3	21
Cc1cccc(-c2cccc3c4c([nH]c23)[C@@H]2C[C@H](N(C)C(=O)c3ccccc3C)[C@H]([C@H](C)O)CN2CC4)c1	nt	5	nt	-5	-2	-7	1	2	4	nt
O=S(=O)(c1cccs1)N1CCC(CO)(Cc2cccc(F)c2)CC1	1	-3	0.6	4	-1	-3	1	-4	-2	1
C[C@]12CCC(=O)C=C1CC[C@@H]1[C@@H]2[C@@H](O)C[C@]2(C=O)[C@@H](C(=O)CO)CC[C@@H]12	7	0	-1.8	2	-1	-3	3	-5	0	2
Cc1ccc(C(=O)NC2CCS(=O)(=O)C2)cc1S(=O)(=O)N1CCCC1 (stereo not drawn)	2	-5	-1.2	2	1	3	17*	0	-3	1
CC(O)c1nc2ccccc2n1CCCOc1ccccc1 (stereo not drawn)	0	8	-0.8	8	0	-6	2	0	-3	-4
O=c1c(S(=O)(=O)c2ccc(Cl)cc2)cn(Cc2cccc(F)c2)c2ccc(F)cc12	-2	0	1.9	-4	1	-1	8	7	1	-4
CN1C(=O)[C@H](Cc2ccc([N+](=O)[O-])cc2)NC1=S	12	7	-4.2	7	-5	-2	-6	11	2	1
CCC(=O)Nc1sc2c(c1C(N)=O)CCN(Cc1ccccc1)C2	-7	1	0.7	-2	1	5	4	-8	-1	-2
COc1ccc(S(=O)(=O)N2CCOCC2)cc1NC(=O)c1cc2c(s1)CCCC2	6	-2	-0.7	-11	3	-3	0	2	0	-5
COc1ccc([C@H]2/C=C\CN(C(=O)C3CCCC3)[C@@H](C)C(=O)N2Cc2ccc(F)cc2)cc1	7	-1	-0.2	3	-2	4	-3	-1	-6	-13
CC1CN(S(=O)(=O)c2ccc(C(=O)N(CCCN(C)C)c3nc4cc5c(cc4s3)OCCO5)cc2)CC(C)O1 (stereo not drawn)	3	-4	2.0	-2	3	-1	1	-1	-7	-4
